High-throughput results from PubChem BioAssay.
ABCB1 inh = inhibitors of human ABCB1 transporter, ABCG2 counter-screen; inhibition, % at 6.6 µM; CCRF-Adr cells, JC-1 efflux, flow cytometry; P08183; 190,000 compounds, 0.067% hits; in the data active = inhibition above about 40%;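 also: 0% = vehicle and 100% = reference inhibitor; higher value means more JC-1 retained so stronger ABCB1 efflux block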
Mcl1 Noxa PPI = Mcl-1/Noxa interaction inhibition | Q07820 | TR-FRET Mcl-1/Noxa peptide binding, 2 h | inhibition, % at 21.7 µM | 220,000 compounds, 1.5% hits;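 active = compounds that cut the protein-peptide binding signal by more than 50% relative to plate controls in a single-dose test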;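 also: His-tagged Mcl-1 with rhodamine Noxa BH3 peptide and terbium anti-His antibody; 0% = Mcl-1 plus Noxa peptide wells and 100% = peptide-only wells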
Target sequence (Q07820 whole entry, looked up): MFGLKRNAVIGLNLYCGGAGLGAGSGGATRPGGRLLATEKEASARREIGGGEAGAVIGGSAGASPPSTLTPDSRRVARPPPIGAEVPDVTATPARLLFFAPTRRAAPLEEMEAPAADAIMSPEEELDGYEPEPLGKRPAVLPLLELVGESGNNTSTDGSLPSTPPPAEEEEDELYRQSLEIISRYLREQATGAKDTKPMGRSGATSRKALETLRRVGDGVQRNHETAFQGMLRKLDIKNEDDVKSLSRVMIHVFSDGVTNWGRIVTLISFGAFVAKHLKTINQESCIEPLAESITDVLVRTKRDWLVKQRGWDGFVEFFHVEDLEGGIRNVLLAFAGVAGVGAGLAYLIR
Rac1 act GTP bind = alters GTP binding to activated mutant human Rac1; GST-Rac1 activated beads, fluorescent GTP binding, flow cytometry; actives lie on both sides; 100% means binding = to untreated wells; 190,000 compounds, 0.11% hits; P63000; percent activity (GTP binding), % at 10 µM;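 active = GTP binding at least 20 percentage points away from the 100% baseline, in either direction, so actives lie on both sides; inconclusive = Compound likely fluorescent itself, or too few beads counted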
Rab7 wt GTP bind = modulators of GTP binding to dog Rab7 wildtype GTPase. GST-Rab7 beads, fluorescent GTP binding, flow cytometry; actives lie on both sides; untreated = 100%, excess cold GTP = 0%. GTP binding activity (percent of control), % at 10 µM. 190,000 compounds, 0.055% hits;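 active = fluorescent GTP binding to Rab7 beads changed by at least 20 points from the 100% baseline, either direction, mostly lower; inconclusive = compound itself probably fluorescent, or too few beads counted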;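 also: median green fluorescence of bound Bodipy-FL-GTP per Rab7 bead population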
Rac1 wt modul = modulators of human Rac1 wildtype GTP binding. P63000. GST-Rac1 beads, fluorescent GTP binding, flow cytometry; actives lie on both sides; 0 = cold GTP competed, 100 = untreated. GTP binding activity (% of control), % at 10 µM. 190,000 compounds, 0.27% hits. AID 757;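 active = GTP binding activity at least 20 points away from the 100% control level, either lower or higher; inconclusive = compound flagged as likely green fluorescent, judged across all proteins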
HRas wt GTP = human HRas wildtype GTP binding, change in either direction; 190,000 compounds, 0.14% hits; GST-Ras wt beads, Bodipy-FL-GTP binding, flow cytometry; actives lie on both sides; GTP binding activity, % at 10 µM;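 active = GTP binding activity at least 20% away from the 100% baseline, either lowered as inhibitor or raised as activator; inconclusive = flagged as likely green fluorescent, judged across all proteins in the well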;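 also: 0% = unlabeled GTP competition control and 100% = no-compound control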
Cdc42 wt GTP = modulators (inhibitors or activators) of GTP binding to human Cdc42 wildtype; P60953; GST-Cdc42 beads, Bodipy-GTP binding, flow cytometry; actives lie on both sides; percent activity (GTP binding), % at 10 µM; 190,000 compounds, 0.2% hits; AID 761;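 active = percent activity GTP binding at least 20 points away from the 100% baseline, either down as inhibitor or up as activator; inconclusive = compound flagged as likely green fluorescent from well-wide comparison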;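 also: median bead fluorescence of bound Bodipy-FL-GTP at 100 nM; 0% = excess unlabeled GTP control and 100% = no compound control; below 100% means less GTP binding so inhibitor and above means activator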
Pf gamet viab = inhibitors of late stage P. falciparum gametocyte viability; P. falciparum stage V gametocytes, ATP luminescence, 24 h; 150,000 compounds, 0.065% hits; inhibition, % at 10.9 µM; AID 743093;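 active = inhibition above the mean plus 3 SD of compounds within the control limits, set per campaign, cut at about 38% in these data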;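 also: 0% = DMSO wells and 100% = medium only without gametocytes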
Avidin bead fluor = avidin bead compound fluorescence profile; fluorescence (KMESF) at 10 µM; Avidin beads, compound fluorescence 488/530 nm, flow cytometry; hits give high values; AID 1775; 220,000 compounds, 0.38% hits; in the data active = fluorescence above about 47; also: inactives centre near 10
Rab2 wt GTP = changes GTP binding to wildtype dog Rab2A, up or down; P61105; GST-Rab2 wt beads, Bodipy-GTP binding, flow cytometry; GTP binding activity, % at 10 µM; 190,000 compounds, 0.19% hits; AID 760;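 active = GTP binding activity at least 20 points away from 100%, either lowered or raised; inconclusive = signal likely due to the compound's own green fluorescence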;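 also: 0% = beads with excess unlabeled GTP and 100% = no-compound control corrected for plate trend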
ABCG2 block = blocks JC-1 efflux by human ABCG2 transporter | Q9UNQ0 | IgMXP3 cells, flow cytometry | inhibition, % at 6.6 µM | 190,000 compounds, 0.1% hits | AID 1325;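 active = inhibition above 80%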;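 also: 0% = DMSO and 100% = nicardipine control wells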
Target sequence (Q9UNQ0 whole entry, looked up): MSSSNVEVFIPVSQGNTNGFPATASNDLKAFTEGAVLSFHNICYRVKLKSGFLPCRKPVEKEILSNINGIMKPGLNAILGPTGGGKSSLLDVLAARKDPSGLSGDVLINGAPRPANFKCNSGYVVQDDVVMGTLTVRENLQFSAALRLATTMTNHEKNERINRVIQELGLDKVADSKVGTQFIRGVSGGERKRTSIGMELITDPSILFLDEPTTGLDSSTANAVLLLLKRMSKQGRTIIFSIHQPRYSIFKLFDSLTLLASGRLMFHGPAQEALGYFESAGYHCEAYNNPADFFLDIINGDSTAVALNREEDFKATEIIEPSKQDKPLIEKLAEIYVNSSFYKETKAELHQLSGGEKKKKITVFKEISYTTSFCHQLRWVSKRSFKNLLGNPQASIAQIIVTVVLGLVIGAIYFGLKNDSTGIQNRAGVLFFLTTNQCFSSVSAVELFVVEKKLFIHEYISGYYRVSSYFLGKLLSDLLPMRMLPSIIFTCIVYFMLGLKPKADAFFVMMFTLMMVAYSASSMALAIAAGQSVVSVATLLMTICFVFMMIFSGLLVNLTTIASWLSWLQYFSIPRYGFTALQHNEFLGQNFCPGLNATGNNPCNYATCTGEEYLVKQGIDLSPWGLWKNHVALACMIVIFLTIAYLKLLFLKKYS
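Test system: IgMXP3 (ABCG2) plus far-red-tagged CCRF-Adr (ABCB1) cells. Reagent: JC-1 dye as substrate. Timing: 10 min exposure at 25 °C with rotation, no wash. Measured by: flow cytometric JC-1 green MFI at 530 nm. Read-out: percent efflux inhibition, scaled nicardipine 100% to DMSO 0%. Control set: nicardipine and DMSO wells.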
Starred values were filed as active, the others as inactive; ? = inconclusive; . = not tested or not shown; [ ] = remark or other dose. Compounds were not picked by outcome; about 2.3% have a hit in one of these screens.

SMILES | ABCB1 inh | Mcl1 Noxa PPI | Rac1 act GTP bind | Rab7 wt GTP bind | Rac1 wt modul | HRas wt GTP | Cdc42 wt GTP | Pf gamet viab | Avidin bead fluor | Rab2 wt GTP | ABCG2 block
Cc1cccc(C)c1Oc1nc(-c2ccccc2)ncc1S(=O)(=O)c1ccccc1 | 0.4 | -25 | 101 | 99 | 105 | 100 | 103 | -12 | 33 | 102 | 2
O=C(c1ccccc1)C1CN(Cc2ccccc2)CCC1(O)c1ccccc1 (stereo not given) | 2.0 | 15 | 96 | 92 | 97 | 93 | 93 | 1 | 10 | 93 | 9
CSc1nnnn1CCn1nnnc1SC | -0.6 | 19 | 97 | 102 | 90 | 98 | 99 | . | 9 | 103 | -1
O=C(c1cccc(S(=O)(=O)N2CCCC2)c1)N1CCCc2ccccc21 | 0.8 | 2 | 96 | 105 | 99 | 97 | 96 | . | 5 | 97 | 2
Nc1ccc(S(=O)(=O)NC2(C(F)(F)F)NC(=O)N(c3ccccc3Cl)C2=O)cc1 (stereo not given) | -0.1 | 12 | 99 | 97 | 101 | 98 | 101 | 4 | 28 | 98 | 1
Cc1sc2ncnc(N/N=C/c3ccccc3O)c2c1C | -0.1 | 2 | 95 | 96 | 91 | 93 | 96 | 6 | 11 | 91 | -2
O=C(Nc1cccc(Cl)c1)C1CCCN(S(=O)(=O)c2cnc[nH]2)C1 (stereo not given) | 0.3 | 10 | 100 | 97 | 104 | 100 | 98 | . | 5 | 98 | 1
CCOc1ccc(NCCC(=O)c2ccc3c(c2)OCO3)cc1 | 0.7 | 16 | 100 | 103 | 104 | 101 | 101 | -10 | 5 | 102 | 3
Cc1cc(C)c(S(C)(=O)=O)c(S(=O)c2ccc(Cl)cc2)n1 (stereo not given) | 1.1 | 30 | 102 | 100 | 101 | 105 | 105 | . | 14 | 105 | 2
COC(=O)C(C)Sc1nnc(Cc2cc(=O)[nH]c(=O)[nH]2)n1-c1ccc(Cl)cc1 (stereo not given) | 0.3 | 5 | 96 | 102 | 99 | 97 | 96 | . | 5 | 100 | 6
CCCS(=O)(=O)N1CCCC(C(=O)NCCc2ccc(OC)c(OC)c2)C1 (stereo not given) | 0.7 | 21 | 96 | 97 | 98 | 99 | 98 | . | 7 | 98 | 5
O=C(NC1(C(F)(F)F)NC(=O)N(C2CCCCC2)C1=O)c1ccco1 (stereo not given) | 1.0 | 13 | 95 | 96 | 99 | 96 | 98 | . | 4 | 95 | 2
COc1ccc(CCNC(=O)CN2C(=O)NC(CCSC)C2=O)cc1 (stereo not given) | 0.7 | 10 | 94 | 105 | 98 | 96 | 92 | 17 | 10 | 95 | 8
COc1cccc(-c2nc(CS(=O)CC(=O)NCCCOC(C)C)c(C)o2)c1 (stereo not given) | 1.0 | 9 | ? | ? | ? | ? | ? | 16 | 11 | ? | 3
Cc1ccccc1C(=O)NC=C1C(=O)OC(C)(C)OC1=O | -0.6 | -2 | 91 | 93 | 98 | 92 | 95 | -17 | 10 | 94 | -6
Cc1cc(-n2c(C)cc(C(=O)CN3C(=O)NC4(CCCCC4C)C3=O)c2C)no1 (stereo not given) | 1.5 | -9 | 100 | 101 | 103 | 102 | 100 | . | 16 | 103 | 2
COc1ccc(S(=O)(=O)N2CCC(n3cnc4cc(C(F)(F)F)ccc43)CC2)cc1 | 1.2 | 2 | 97 | 97 | 99 | 94 | 98 | . | 26 | 96 | 4
CC(C)COC(=O)Nc1ccc(C(=O)O)cc1 | 0.1 | 0 | 101 | 106 | 107 | 103 | 102 | -18 | 8 | 103 | 1
COc1ccccc1N1CCN(CCc2n[nH]c(=S)n2-c2ccccc2)CC1 | -0.1 | . | 92 | 90 | 88 | 94 | 94 | . | 13 | 93 | -2
COc1ccc(C)cc1C(=O)C1CC(C(=O)O)C(C)(C)C1C (stereo not given) | 0.1 | -11 | 99 | 100 | 105 | 102 | 103 | . | 12 | 102 | 0
CCCCOc1ccc(NC(=O)CN2CCN(C(=O)OCC)CC2)cc1 | 1.5 | 16 | 100 | 96 | 106 | 99 | 102 | 14 | 34 | 101 | 44
COc1cccc(NC(=O)COC(=O)/C=C/c2ccc(Cl)cc2Cl)c1 | 0.0 | 13 | 80 | 86 | 77* | 82 | 79* | 4 | 12 | 79* | 5
CCCCCCCNC1=CC(=O)CC(c2ccccc2)C1 (stereo not given) | -1.0 | 5 | 99 | 98 | 102 | 99 | 100 | 5 | 18 | 99 | -5
Cc1cc(C)cc(-c2nnc(SCC(=O)NCc3cccs3)o2)c1 | 1.1 | -5 | 101 | 100 | 103 | 102 | 102 | . | 16 | 101 | 8
COc1cc(/C=N/NC(=O)c2nonc2C)ccc1O | 0.6 | 7 | 95 | 103 | 96 | 99 | 97 | 6 | 8 | 98 | 20
CC1OC23CCCCC2C(C#N)(C(=N)O3)C1(C#N)C#N (stereo not given) | -0.2 | 7 | 101 | 96 | 104 | 103 | 101 | 4 | 5 | 100 | -2
COc1ccc(N2CCN(C(=O)Cn3cnc4c(cnn4-c4ccccc4)c3=O)CC2)cc1 | 1.9 | 17 | 98 | 94 | 95 | 92 | 92 | 7 | 13 | 95 | 11
COc1ccc(N2C(=O)CC(Cc3ccccc3)C2=O)cc1 (stereo not given) | 0.7 | 3 | ? | ? | ? | ? | ? | -8 | 18 | ? | 1
CC(=O)Nc1ccc(S(=O)(=O)Oc2cccc(N3C(=O)C4CCCCC4C3=O)c2)cc1 (stereo not given) | 1.2 | 4 | 100 | 102 | 100 | 101 | 100 | 5 | 7 | 103 | 9
O=C(O)c1ccccc1C(=O)OCc1ccccc1 | 0.1 | 16 | ? | ? | 160*[activator] | 136*[activator] | 115 | 5 | 8 | 134*[activator] | 1
CC(C)(C)OC(=O)N1CCOCCOCCN(C(=O)OC(C)(C)C)CCOCC1 | 4.3 | 0 | 98 | 99 | 103 | 101 | 101 | -1 | 15 | 98 | 3
CC(=O)N1CCN(C(=O)CCc2c[nH]c3ccccc23)CC1 | 0.2 | -13 | ? | ? | ? | ? | ? | . | 15 | ? | 0
CCn1c(COc2ccccc2)nnc1SCC(=O)Nc1cc(OC)ccc1OC | 0.7 | 32 | 95 | 92 | 93 | 96 | 96 | -9 | 15 | 93 | 4
O=C1C2CCCN2C(=S)N1Cc1ccccc1 (stereo not given) | -0.1 | -41 | 96 | 96 | 99 | 95 | 97 | . | 23 | 97 | 0
COc1ccccc1CCNC(=O)c1cc(-c2ccccn2)nc2ccc(Br)cc12 | 0.5 | -6 | 97 | 102 | 104 | 97 | 97 | . | 9 | 97 | 4
Cn1c(SCC(=O)OCc2ccccc2)nnc1-c1ccco1 | 0.1 | 3 | 98 | 95 | 101 | 99 | 101 | . | 7 | 96 | 1
CN1C(=O)c2c(sc3c2CCCC3)NC1c1ccccc1O (stereo not given) | -0.2 | 12 | 98 | 96 | 99 | 98 | 100 | . | 10 | 95 | -1
Cc1cc(NC(=O)c2cnn3cccnc23)n(-c2ccccc2)n1 | 0.6 | -16 | 101 | 106 | 104 | 102 | 102 | 9 | 12 | 99 | 2
NC(N)=Nc1nc2cc([N+](=O)[O-])ccc2o1 | 0.4 | 15 | 94 | 96 | 96 | 96 | 96 | -19 | 10 | 94 | 7
CN(C)S(=O)(=O)c1cc(NC(=O)CN2CCc3ccccc32)ccc1Cl | 0.1 | 25 | 94 | 105 | 99 | 98 | 98 | 6 | 11 | 100 | 0
Cc1cccc(C)c1NC(=O)C(=O)NCCCN1CCOCC1 | 0.0 | -14 | 97 | 96 | 102 | 96 | 103 | -8 | 5 | 97 | 0
O=C(NCc1ccccn1)c1ccc(Cl)cc1Cl | 0.9 | -19 | 102 | 104 | 102 | 105 | 108 | . | 11 | 105 | 3
COC(=O)Cc1ccc(NC(=S)NCCSc2ccc(C)cc2)cc1 | 0.4 | 6 | 99 | 109 | 106 | 103 | 102 | 12 | 10 | 105 | 3
Cc1cc(N/N=C2\CC(C)CC(C)(C)C2)nc2ccccc12 (stereo not given) | 0.2 | 25 | 98 | 94 | 99 | 95 | 98 | 13 | 27 | 95 | 2
CCOC(=O)c1nnn(-c2nonc2-n2cccc2)c1CN1CCC(C)CC1 | 1.2 | 3 | 98 | 99 | 98 | 101 | 100 | 14 | 20 | 98 | 6
COC(=O)c1ccccc1NC(=O)c1cnn2c(C(F)F)cc(C3CC3)nc12 | 7.5 | -4 | 96 | 100 | 106 | 100 | 98 | 17 | 4 | 99 | 27
CCOc1cc(C(=O)OCC(=O)Nc2cc(C)on2)cc(OCC)c1OCC | . | -3 | 100 | 100 | 107 | 104 | 105 | -26 | 14 | 102 | .
O=C(NCCc1ccccc1)C(c1ccccc1)N(C(=O)c1csnn1)C1CC1 (stereo not given) | 0.6 | 1 | 97 | 98 | 97 | 97 | 99 | -32 | 12 | 96 | 1
CCCNC(=O)c1cccc(Cn2cc(Br)c([N+](=O)[O-])n2)c1 | 0.6 | 29 | 102 | 104 | 103 | 101 | 106 | -1 | 2 | 102 | 11
S=C(NCCSCc1ccccc1Cl)Nc1ccccc1 | 0.5 | 17 | 100 | 101 | 108 | 103 | 100 | . | 11 | 96 | 30

The list goes on.
SMILES | ABCB1 inh | Mcl1 Noxa PPI | Rac1 act GTP bind | Rab7 wt GTP bind | Rac1 wt modul | HRas wt GTP | Cdc42 wt GTP | Pf gamet viab | Avidin bead fluor | Rab2 wt GTP | ABCG2 block
CCOC(=O)N1CCC(NC(=O)Cn2c3c(c(-c4ccccc4Cl)cc2=O)CCC3)CC1 | 0.8 | 0 | 101 | 99 | 104 | 98 | 102 | . | 8 | 98 | 2
Cc1c(C(=O)OCC(=O)c2ccc3c(c2)OCCO3)oc2ccccc12 | 0.3 | -14 | 94 | 97 | 93 | 93 | 96 | . | 2 | 97 | 1
CCNc1nc(NC(C)C)nc(ON=C(C)C)n1 | 0.1 | 13 | 103 | 100 | 106 | 103 | 104 | . | 17 | 101 | -2
O=C1CCC(=O)N1CC(=O)N(c1ccccc1)c1ccccc1 | -0.2 | 12 | 96 | 108 | 103 | 103 | 103 | . | 10 | 103 | -1
Cc1csc(NC(=O)CSc2nnnn2C)n1 | -0.2 | 6 | 102 | 93 | 101 | 98 | 98 | -3 | 7 | 99 | 1
